High-throughput results from PubChem.
CHO parental Ca: signal in parental CHO cells, OX1R antagonist counter-screen | parental CHO-K1, ATP-induced calcium, Fluo-8 fluorescence | inhibition, % at 5.6 µM | hit rate 0.63% among 330,000;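 active means inhibition above that plate's mean sample inhibition plus 3 SD, cut at about 26% in these data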;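 further: 0% = ATP-challenged DMSO wells and 100% = DMSO wells without ATP; some compounds past the cut are filed as inactive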
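material = parental CHO cells | also added = ATP as calcium-mobilizing challenge | dosing = single point at 5.6 µM | detection = intracellular calcium via Fluo-8 no-wash fluorescent dye | read-out = % inhibition | benchmarks = low control ATP plus DMSO, high control DMSO only | repeats = one well per compound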
TAAR1 antag: human TAAR1 antagonism | Q96RJ0 | CHO RD-HGA16 TAAR1, Fluo-8 calcium fluorescence, antagonist | inhibition, % at 3 µM | hit rate 1.5% among 360,000;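 active means inhibition above a per-plate cutoff, the mean inhibition of test compounds on that plate plus 3 SD, cut at about 49% in these data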;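 further: 0% = DMSO plus EC80 beta-PEA response and 100% = DMSO alone without agonist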
Target sequence (Q96RJ0 whole entry, looked up): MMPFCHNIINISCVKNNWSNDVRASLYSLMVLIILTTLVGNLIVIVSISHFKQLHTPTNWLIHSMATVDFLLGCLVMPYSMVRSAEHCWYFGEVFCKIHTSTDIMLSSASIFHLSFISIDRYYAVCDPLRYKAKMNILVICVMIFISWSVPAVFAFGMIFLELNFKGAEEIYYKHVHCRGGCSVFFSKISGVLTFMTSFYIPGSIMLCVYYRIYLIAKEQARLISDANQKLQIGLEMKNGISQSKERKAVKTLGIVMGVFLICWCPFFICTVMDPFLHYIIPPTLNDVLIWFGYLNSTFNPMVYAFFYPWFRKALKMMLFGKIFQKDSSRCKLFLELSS
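Test system – hTAAR1-expressing CHO RD-HGA16 cells, Gα16-coupled · Also added – β-PEA at EC80 concentration, post-compound challenge · Compound – 3 µM, single point · Incubation – dye loading 75 min at 37 °C, then 30 min room temperature · Measured by – Fluo-8 intracellular calcium dye fluorescence, real-time kinetic reads · Benchmarks – vehicle and agonist controls · Replicates – singlicate, one well per test compound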
OXTR potentiate: potentiates the human oxytocin receptor response; activation, % at 3 µM; hit rate 0.061% among 320,000; P30559; CHO-OTR cells, Fluo-8 calcium fluorescence, potentiator mode; 0% = oxytocin EC15, 100% = EC100;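 active means activation above that plate's cutoff, the mean activation of tested compounds plus 3 SD, cut at about 6.6% in these data, passing the limit was not always enough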;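 further: 100% uses oxytocin at 75 nM as the full agonist control; some results filed as inactive read as strong as hits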
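System: human OTR in CHO cells; Also added: sub-maximal oxytocin, roughly EC15; Timing: compound 6 min at room temperature before oxytocin, 100 s read; Technique: Fluo-8 intracellular calcium fluorescence, ex 470-495, em 515-575 nm; Controls: oxytocin EC15 low and EC100 high; Replication: singlicate.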
OXTR agonist: activates the human oxytocin receptor. AID 2435. CHO-OTR cells, Fluo-8 calcium fluorescence; normalized: DMSO 0%, oxytocin 100%. activation, % at 3 µM. hit rate 0.32% among 320,000;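 active means activation above the mean of all tested compounds plus 3 SD, cutoff set per screening run, cut at about 20% in these data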;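 further: peak over basal fluorescence ratio from a 100 s FLIPR kinetic read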
CHO-K1 Ca PAM: M1 PAM counterscreen hit in parental CHO-K1 cells. ATP EC20, Fluo-8 calcium fluorescence; 0% at ATP EC20, 100% at ATP max. activation, % at 3 µM. hit rate 0.02% among 360,000. AID 602247;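 active means activation above the run cutoff, the mean activation of all test compounds plus 3 SD, cut at about 40% in these data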;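 further: peak over basal fluorescence ratio in a 140 s read after ATP addition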
CHO-K1 Ca antag: counter-screen for M1 antagonists: effect in parental CHO-K1 cells; hit rate 0.6% among 360,000; inhibition, % at 3 µM; ATP-induced calcium, Fluo-8 fluorescence;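 active means inhibition above a per-plate cutoff, the plate's mean sample inhibition plus 3 SD, cut at about 24% in these data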;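 further: 0% = DMSO plus EC80 ATP and 100% = DMSO alone without ATP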
V1R ag counter: V1a receptor agonism, counter-screen for OXTR agonists | P37288 | AID 2797 | activation, % at 3 µM | hit rate 0.25% among 320,000 | CHO-V1R cells, Fluo-8 calcium fluorescence, agonist mode; 0% DMSO, 100% 3 nM vasopressin;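 active means activation above the mean activation of all tested compounds plus 3 SD, per screening run, cut at about 20% in these data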;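 further: signal is peak over basal fluorescence ratio across a 100 second FLIPR read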
Target sequence (P37288 whole entry, looked up): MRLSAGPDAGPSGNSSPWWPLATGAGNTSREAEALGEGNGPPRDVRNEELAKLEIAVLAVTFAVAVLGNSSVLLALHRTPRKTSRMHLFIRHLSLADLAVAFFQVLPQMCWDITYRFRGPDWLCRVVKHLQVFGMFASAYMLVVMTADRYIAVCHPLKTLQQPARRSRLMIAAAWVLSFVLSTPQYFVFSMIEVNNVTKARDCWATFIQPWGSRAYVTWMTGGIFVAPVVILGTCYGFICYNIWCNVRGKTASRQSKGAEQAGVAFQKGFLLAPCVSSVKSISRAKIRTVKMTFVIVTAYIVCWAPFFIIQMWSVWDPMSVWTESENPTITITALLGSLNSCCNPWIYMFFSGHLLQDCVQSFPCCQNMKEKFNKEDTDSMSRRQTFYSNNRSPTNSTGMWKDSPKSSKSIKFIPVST
M1 ag parental: nonselective activator or artifact in parental CHO-K1 cells; activation, % at 3 µM; AID 602248; hit rate 0.48% among 360,000; Fluo-8 calcium fluorescence; scaled to maximal ATP response, vehicle zero; in the data active means activation above about 15%;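 further: untransfected CHO-K1 host cells lacking M1 receptor as counterscreen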
GPR7 antagonist: antagonists of human GPR7 (neuropeptides B/W receptor 1) | hit rate 1.1% among 290,000 | inhibition, % at 4.4 µM | P48145 | GPR7-expressing cells, fluorescence antagonist assay; in the data active means inhibition above about 16%, passing the limit was not always enough;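 further: cells stimulated with the agonist NPW; 0% = agonist with vehicle and 100% = vehicle without agonist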
Target sequence (P48145 whole entry, looked up): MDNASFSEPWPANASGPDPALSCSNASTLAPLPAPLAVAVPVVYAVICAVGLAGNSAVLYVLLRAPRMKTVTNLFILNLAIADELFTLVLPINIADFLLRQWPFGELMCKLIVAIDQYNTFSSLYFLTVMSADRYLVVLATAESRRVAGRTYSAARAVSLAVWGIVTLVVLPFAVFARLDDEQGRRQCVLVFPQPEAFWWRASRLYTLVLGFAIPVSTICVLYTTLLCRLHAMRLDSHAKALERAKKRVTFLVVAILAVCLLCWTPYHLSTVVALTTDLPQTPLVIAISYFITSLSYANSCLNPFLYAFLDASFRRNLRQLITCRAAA
* = called active by the depositor; / = no result given.

(1) CCNC(=S)N1C2CCC1CC(NC(=O)Nc1ccc(C(=O)OCC)cc1)C2 (stereo unspecified)
(2) CCOc1ccccc1NC(=O)CN(C)S(=O)(=O)c1ccc(OC)c(C)c1
(3) CCOC(=O)c1cccc(COC(=O)c2cccc(-c3nnc(-c4ccccc4)o3)c2)c1
(4) COc1ccccc1N1CCN(C(=O)Cc2c(C(=O)O)[nH]c3ccc(Cl)cc23)CC1
(5) CCOC(=O)/C(C(N)=NC(C)C)=C(\O)c1ccccc1
(6) CCN1/C(=C/C=C/c2oc3ccc(-c4ccccc4)cc3[n+]2CC)Oc2ccc(-c3ccccc3)cc21
(7) COc1ccccc1C1=CC(=O)CC(C)(C)C1=O
(8) COc1ccc(CC(=O)O/N=C(\N)c2ccccn2)cc1
entry no.	1	2	3	4	5	6	7	8
CHO parental Ca	-5	-40	3	-9	-6	101*	-13	-6
TAAR1 antag	14	1	1	7	12	105*	14	-14
OXTR potentiate	-4	-6	0	0	-9	-10	0	-2
OXTR agonist	0.6	-2.4	0.4	0.1	-0.5	662*	-0.3	1.0
CHO-K1 Ca PAM	12	15	16	10	4	-23	9	-12
CHO-K1 Ca antag	-10	-4	-4	-8	3	102*	-15	9
V1R ag counter	-0.1	-1.2	1.0	-0.4	-0.5	761*	1.2	-0.6
M1 ag parental	0.7	1.4	4.1	0.0	-0.1	857*	0.4	1.2
GPR7 antagonist	-1	6	-4	-9	18	98*	/	13

(9) O=C1C2C3C=CC(O3)C2C(=O)N1CC(O)c1ccccc1 (stereo unspecified)
(10) COc1ccccc1C(=O)Nc1ccnn1C1CCN(Cc2ccc3nonc3c2)CC1
(11) CN=C(Nc1ccc(C(=O)OC)s1)c1ccc(Cl)cc1
(12) CC1=C(C#N)CCC(=O)N1Cc1c(C)cc(C)cc1C
(13) COC(=O)C1=C(C)N(CC(C)C)C(=O)/C1=C\c1cccs1
(14) Cc1c(NC(=O)C(C)N2C(=O)C3C4C=CC(C4)C3C2=O)c(=O)n(-c2ccccc2)n1C (stereo unspecified)
(15) CCN1/C(=C(\O)c2ccccc2)C(=O)c2ccccc2S1(=O)=O
(16) CCc1ccc(C(C)NC(=O)c2ccc3c(c2)OCO3)cc1 (stereo unspecified)
entry no.	9	10	11	12	13	14	15	16
CHO parental Ca	-5	-36	-15	-14	-8	2	-11	3
TAAR1 antag	-1	18	-10	7	-14	-1	-4	-11
OXTR potentiate	-5	-1	1	-11	-9	-1	-11	-11
OXTR agonist	1.2	-1.6	-1.8	-1.6	-2.9	1.5	-0.6	8.2
CHO-K1 Ca PAM	9	-8	30	-3	8	22	3	2
CHO-K1 Ca antag	-8	-11	-21	-3	-8	-5	-5	-3
V1R ag counter	2.5	6.5	-0.7	-0.5	-1.8	0.4	-1.0	3.4
M1 ag parental	0.0	5.5	1.2	-0.2	-0.4	1.2	-0.8	2.0
GPR7 antagonist	-1	-6	-5	-19	-9	1	16	11

(17) CC(=O)N1CCN(c2ccc(NC(=O)c3ccc([N+](=O)[O-])cc3Cl)cc2)CC1
(18) CC(C)CN(C(=O)C(C)N1C(=O)c2ccccc2C1=O)c1c(N)n(Cc2ccccc2)c(=O)[nH]c1=O (stereo unspecified)
(19) CCOc1ccc(CCNC(=O)COc2cc(=O)n(C)c3ccccc23)cc1OCC
(20) C1=C(C(c2nnnn2C2CCCCC2)N2CCCCC2)COc2ccccc21 (stereo unspecified)
(21) CCn1c(CN2CCN(c3cccc(C)c3C)CC2)n[nH]c1=S
(22) O=C(O)c1nn(Cc2csc(-c3ccccc3)n2)c(=O)c2ccccc12
(23) Cc1ccc(F)cc1C(=O)N1CCC1(C)C(=O)O (stereo unspecified)
(24) O=C(O)c1cccc(S(=O)(=O)Nc2cccc3ccccc23)c1
entry no.	17	18	19	20	21	22	23	24
CHO parental Ca	-5	-18	-8	-6	0	-10	/	3
TAAR1 antag	-8	-9	-13	1	1	-3	2	-13
OXTR potentiate	-6	-6	5	4	-9	-7	/	0
OXTR agonist	1.1	0.2	-1.8	0.4	0.9	-0.2	/	0.4
CHO-K1 Ca PAM	10	-2	-3	14	13	2	-17	-3
CHO-K1 Ca antag	-8	-8	11	-4	-12	-17	22	3
V1R ag counter	1.6	0.1	-0.1	-0.3	4.1	0.4	/	0.3
M1 ag parental	-0.1	0.0	-0.4	-0.2	2.9	0.1	-0.5	9.5
GPR7 antagonist	-14	/	-12	2	5	-7	/	-10

(25) CC(=O)Nc1cccc(-c2csc(C(O)c3ccc(F)c(F)c3)n2)c1 (stereo unspecified)
(26) O=C(CN(Cc1ccc(Cl)cc1)C(=O)c1csnn1)NCc1ccc(F)cc1
(27) C/C(CC(=O)NC(C)(C)C)=N\NC(=O)c1ccccc1N
(28) CC(=O)OCC1=C(C(=O)OC(C)(C)C)N2C(=O)[C@@H](NC(=O)Cc3ccccc3)[C@H]2SC1
(29) CC(C)C(=O)NCCc1nc(-c2ccc(Cl)cc2)no1
(30) COCCNCC(=O)NC12CC3CC(CC(C3)C1)C2
(31) Cc1cc(C)c(CN2CCC(CO)(CCOc3ccccc3)CC2)cc1C
(32) Cc1nc2cc(NC(=O)c3ccc(Br)s3)ccc2s1
entry no.	25	26	27	28	29	30	31	32
CHO parental Ca	/	-19	0	/	-3	-6	-12	-15
TAAR1 antag	27	-10	20	-22	-3	-3	-8	-23
OXTR potentiate	/	-8	-5	/	-5	-7	0	-2
OXTR agonist	/	1.2	-0.2	/	2.1	0.3	6.5	0.3
CHO-K1 Ca PAM	12	0	3	9	6	24	5	2
CHO-K1 Ca antag	-10	-10	-5	-6	-7	-17	-11	1
V1R ag counter	/	3.4	-1.1	/	1.6	1.4	3.9	4.6
M1 ag parental	5.1	3.3	0.6	0.3	2.0	1.4	11	3.1
GPR7 antagonist	/	-6	-8	/	/	-6	8	-3

(33) COc1ccc(S(=O)(=O)NCc2cccnc2)cc1OC
(34) COC(=O)c1ccc(NS(=O)(=O)c2ccc(Cl)cc2)o1
(35) CCC(C)(C)n1nnnc1C(c1cc2ccc(OC)cc2[nH]c1=O)N1CCc2ccccc2C1 (stereo unspecified)
(36) COC1=CC(=O)CC(C)C12Oc1cc(OC)cc(OC)c1C2=O (stereo unspecified)
(37) O=C(Nc1ccccc1)C1CC2CCC1C2 (stereo unspecified)
(38) COc1cc(NC(=O)C2CC(c3c(F)cccc3Cl)=NO2)c(OC)cc1Cl (stereo unspecified)
(39) O=[N+]([O-])c1ccc(N2CCCCC2)cc1
(40) O=C(NCc1ccc(OC(F)(F)F)cc1)C1CC(c2ccc(C(F)(F)F)cc2)=NO1 (stereo unspecified)
entry no.	33	34	35	36	37	38	39	40
CHO parental Ca	-11	-3	-10	-8	-6	-28	-8	19
TAAR1 antag	-1	1	3	6	-3	35	-17	-24
OXTR potentiate	-12	-6	-4	-1	-1	-17	5	-11
OXTR agonist	0.0	0.7	1.8	0.3	-1.6	0.9	-3.0	3.6
CHO-K1 Ca PAM	21	-7	-9	-7	-1	3	3	-12
CHO-K1 Ca antag	-5	4	4	10	-4	-5	-9	-5
V1R ag counter	0.2	0.3	0.4	-0.6	-0.3	2.6	-0.6	7.0
M1 ag parental	-0.1	-0.1	0.7	0.4	0.4	0.0	1.2	1.0
GPR7 antagonist	-5	-5	-9	/	7	-24	-1	/

13 structures out of the list, arranged by length of the SMILES, falling.
(28) CC(=O)OCC1=C(C(=O)OC(C)(C)C)N2C(=O)[C@@H](NC(=O)Cc3ccccc3)[C@H]2SC1
(35) CCC(C)(C)n1nnnc1C(c1cc2ccc(OC)cc2[nH]c1=O)N1CCc2ccccc2C1 (stereo unspecified)
(40) O=C(NCc1ccc(OC(F)(F)F)cc1)C1CC(c2ccc(C(F)(F)F)cc2)=NO1 (stereo unspecified)
(26) O=C(CN(Cc1ccc(Cl)cc1)C(=O)c1csnn1)NCc1ccc(F)cc1
(25) CC(=O)Nc1cccc(-c2csc(C(O)c3ccc(F)c(F)c3)n2)c1 (stereo unspecified)
(31) Cc1cc(C)c(CN2CCC(CO)(CCOc3ccccc3)CC2)cc1C
(36) COC1=CC(=O)CC(C)C12Oc1cc(OC)cc(OC)c1C2=O (stereo unspecified)
(34) COC(=O)c1ccc(NS(=O)(=O)c2ccc(Cl)cc2)o1
(29) CC(C)C(=O)NCCc1nc(-c2ccc(Cl)cc2)no1
(32) Cc1nc2cc(NC(=O)c3ccc(Br)s3)ccc2s1
entry no.	28	35	40	26	25	31	36	34	29	32
CHO parental Ca	/	-10	19	-19	/	-12	-8	-3	-3	-15
TAAR1 antag	-22	3	-24	-10	27	-8	6	1	-3	-23
OXTR potentiate	/	-4	-11	-8	/	0	-1	-6	-5	-2
OXTR agonist	/	1.8	3.6	1.2	/	6.5	0.3	0.7	2.1	0.3
CHO-K1 Ca PAM	9	-9	-12	0	12	5	-7	-7	6	2
CHO-K1 Ca antag	-6	4	-5	-10	-10	-11	10	4	-7	1
V1R ag counter	/	0.4	7.0	3.4	/	3.9	-0.6	0.3	1.6	4.6
M1 ag parental	0.3	0.7	1.0	3.3	5.1	11	0.4	-0.1	2.0	3.1
GPR7 antagonist	/	-9	/	-6	/	8	/	-5	/	-3

(30) COCCNCC(=O)NC12CC3CC(CC(C3)C1)C2
(39) O=[N+]([O-])c1ccc(N2CCCCC2)cc1
(37) O=C(Nc1ccccc1)C1CC2CCC1C2 (stereo unspecified)
entry no.	30	39	37
CHO parental Ca	-6	-8	-6
TAAR1 antag	-3	-17	-3
OXTR potentiate	-7	5	-1
OXTR agonist	0.3	-3.0	-1.6
CHO-K1 Ca PAM	24	3	-1
CHO-K1 Ca antag	-17	-9	-4
V1R ag counter	1.4	-0.6	-0.3
M1 ag parental	1.4	1.2	0.4
GPR7 antagonist	-6	-1	7

New compounds follow.
(41) COCCCNC(=O)C(Cc1ccccc1)NS(=O)(=O)c1ccc2c(c1)c(=O)n(C)c(=O)n2C (stereo unspecified)
(42) COc1ccc(OC)c(CNC(=O)CCNC(=O)Cn2ccc3ccccc3c2=O)c1
(43) O=C(COC(=O)c1ccc(S(=O)(=O)NCc2ccco2)cc1)NCC1CCCCC1
(44) O=C(NC(=S)N1CCCC1)c1ccccc1Cl
(45) Cc1ccc(SCc2nc3ccccc3[nH]2)cc1
entry no.	41	42	43	44	45
CHO parental Ca	-20	-7	-23	-5	-28
TAAR1 antag	-4	-19	-5	-19	4
OXTR potentiate	0	-3	-8	-4	-4
OXTR agonist	0.7	-2.2	1.0	-0.4	-1.5
CHO-K1 Ca PAM	-1	17	6	22	9
CHO-K1 Ca antag	-6	-8	2	-14	-31
V1R ag counter	0.1	0.3	3.0	-0.5	0.5
M1 ag parental	-0.5	0.3	1.5	0.9	6.3
GPR7 antagonist	4	-6	10	-13	-16
